# HTT ATP protect – qHTS Multiplex Assay to Identify Dual Action Probes in a Cell Model of Huntington: Cytoprotection (ATP). PC12 HTT-Q103 induced, cytoprotection, ATP luminescence, 40 h. Potency, µM (series often up to 56.4 µM), inactives show cytoprotection (ATP increase), usual class: activators. 0.14% of 230,000 active. AID 1471, 2008;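 further: % of control where 0% means no effect; nearly all actives have a fitted effect of over 45% in size; toxic huntingtin expression switched on by the ecdysone agonist tebufenozide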
#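 ATP quantification (ATPlite) reports survival of PC12 cells in which tebufenozide, 100 nM final, switches on Htt exon 1 with 103 glutamines linked to GFP; compounds are titrated.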
# GAA spleen mod – qHTS Assay for Inhibitors and Activators of Human alpha-Glucosidase From Spleen Homogenate | human spleen homogenate, 4-MU-alpha-glucoside fluorescence | Potency, µM (highest dose often 79.9 µM), inactives show at the highest dose activity change, negative = inhibition, hits mostly inhibitors | 0.006% of 240,000 active | AID 2112, 2009;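 further: 0% = enzyme with vehicle and -100% = no enzyme basal signal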
#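 AC50 values come from Hill-equation fits of concentration-response data, normalized to no-enzyme and full-activity controls. Enzyme source: 1 ug human spleen homogenate; 1 mM fluorogenic 4-MU glucoside, pH 5.0 citrate buffer, 37 C, 40 min.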
# GAA glycogen mod – qHTS Assay for Inhibitors and Activators of Human alpha-Glucosidase Cleavage of Glycogen; Potency, µM (highest dose often 76.4 µM), without a hit: at the top dose activity change, negative = inhibition, hits mostly inhibitors; 0.38% of 300,000 active; Lysosomal alpha-glucosidase (Homo sapiens), P10253; recombinant GAA, glycogen substrate, Amplex Red glucose oxidase fluorescence;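 further: 0% = full enzyme reaction and -100% = no-enzyme basal signal; the screen sought inhibitors and activators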
#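 Recombinant enzyme (4 nM final) with compounds titrated up to 77 uM and bovine liver glycogen (30 ug) in citrate pH 5.0, 0.01% Tween-20, 37 C 40 min. Released glucose detected by Amplex Red/glucose oxidase (Ex 573/Em 610); AC50 from Hill fits.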
# * marks the source's active call; other numbers are inactive results; ? = inconclusive; · = not tested or not shown; [ ] = dose if it differs, or a comment. The call rests on the fitted dose curve; in most records, active means well fitted curve in the direction sought with a large enough effect; inconclusive means small, poorly fitted or top-dose-only effect, or another doubt; inactive means no such curve, though single readings can be large; an effect the other way counts as inactive or inconclusive. Potency means the concentration at half of the fitted maximal effect.
# Sample of the layout (2 entries):
SMILES,HTT ATP protect,GAA spleen mod,GAA glycogen mod
C#CC(C)OC(=O)c1nnc2c3ccccc3n(COC)c2n1 (stereo not drawn),-29%[10 µM],5%[17.4 µM],·
CC1(O)C(=O)C=C2C=C(CCCCOCc3ccccc3)OC=C2C1=O (stereo not drawn),-7%[10 µM],6%[17.4 µM],·

# All compounds of this part (from the top)
SMILES,HTT ATP protect,GAA spleen mod,GAA glycogen mod
C#CC(C)OC(=O)c1nnc2c3ccccc3n(COC)c2n1 (stereo not drawn),-29%[10 µM],5%[17.4 µM],·
CC1(O)C(=O)C=C2C=C(CCCCOCc3ccccc3)OC=C2C1=O (stereo not drawn),-7%[10 µM],6%[17.4 µM],·
CCCNC(=O)OC[C@@H]1O[C@H](CCO/N=C2\c3cc(OC)ccc3O[C@H](c3cccc(OC)c3)[C@H]2O)C=C[C@@H]1Oc1ccc(OC)cc1,?,2%[17.4 µM],·
Cc1cc(C)c(-c2cc([C@H](C)O/N=C\[C@@H](C)[C@H](OCc3ccccc3)C(C)C)on2)c(C)c1,7%[10 µM],1%[17.4 µM],·
CCN1C(=O)[C@H]2[C@H]3[C@H](O)[C@H](O)C/C(=N/OC[C@@H](O)[C@H]4O[C@H]5OC(C)(C)O[C@H]5[C@@H]4O)[C@@H]3CC[C@@H]2C1=O,-32%[inhibitor][10 µM],-9%[17.4 µM],·
CO[C@@H]1COC(=O)CC=C[C@@H](C)[C@@H]2C=C[C@H](O)[C@@H](COC(=O)[C@H](C)NC(=O)CC=C[C@H]1C)O2,2%[10 µM],-6%[17.4 µM],·
CO[C@@H](C(C)C)[C@@H](C)[C@@H]1OC(=O)C[C@@H]1O,-12%[10 µM],2%[17.4 µM],·
CC1CCC2C(=O)N3C(CCC(C)[C@@H]3c3ccc(-c4ccco4)cc3)C(=O)N2C1c1cccc(N2CCCC2=O)c1 (stereo partly drawn),12%[10 µM],16%[17.4 µM],·
CC1=C[C@@H](C)[C@@H](c2ccc(C(F)(F)F)cc2)OC1=O,·,0%,-10%[76.3 µM]
COc1cc(NS(=O)(=O)c2ccc3ccccc3c2)c2ncccc2c1,·,-2%,-3%[76.3 µM]
Cc1ccc(C(=O)c2ccc(C(F)(F)F)cc2)cc1,·,-1%,2%
CC(=O)Nc1ccc(S(=O)(=O)Nc2cccc3cccnc23)cc1,·,4%,4%
CC[n+]1c(/C=C/N(C)c2ccccc2)n(-c2ccccc2)c2ccc(-c3nc4ccccc4s3)cc21,·,-1%,-11%[76.3 µM]
CC(=O)C12C3C4C(C5C1C3C5(Br)C41OCCO1)C21OCCO1 (stereo not drawn),·,2%,-1%

# 9 compounds from above, sorted by molar mass, largest number first.
SMILES,HTT ATP protect,GAA spleen mod,GAA glycogen mod
CCCNC(=O)OC[C@@H]1O[C@H](CCO/N=C2\c3cc(OC)ccc3O[C@H](c3cccc(OC)c3)[C@H]2O)C=C[C@@H]1Oc1ccc(OC)cc1,?,2%[17.4 µM],·
CC1CCC2C(=O)N3C(CCC(C)[C@@H]3c3ccc(-c4ccco4)cc3)C(=O)N2C1c1cccc(N2CCCC2=O)c1 (stereo partly drawn),12%[10 µM],16%[17.4 µM],·
CCN1C(=O)[C@H]2[C@H]3[C@H](O)[C@H](O)C/C(=N/OC[C@@H](O)[C@H]4O[C@H]5OC(C)(C)O[C@H]5[C@@H]4O)[C@@H]3CC[C@@H]2C1=O,-32%[inhibitor][10 µM],-9%[17.4 µM],·
CC[n+]1c(/C=C/N(C)c2ccccc2)n(-c2ccccc2)c2ccc(-c3nc4ccccc4s3)cc21,·,-1%,-11%[76.3 µM]
CC(=O)C12C3C4C(C5C1C3C5(Br)C41OCCO1)C21OCCO1 (stereo not drawn),·,2%,-1%
CC(=O)Nc1ccc(S(=O)(=O)Nc2cccc3cccnc23)cc1,·,4%,4%
C#CC(C)OC(=O)c1nnc2c3ccccc3n(COC)c2n1 (stereo not drawn),-29%[10 µM],5%[17.4 µM],·
Cc1ccc(C(=O)c2ccc(C(F)(F)F)cc2)cc1,·,-1%,2%
CO[C@@H](C(C)C)[C@@H](C)[C@@H]1OC(=O)C[C@@H]1O,-12%[10 µM],2%[17.4 µM],·

# Only part of the results is shown, so the mix of outcomes need not match the whole.
